Bioassay records deposited in PubChem BioAssay by several laboratories.
NR5A2 inv ag: NR5A2 inverse agonism in reporter assay; O00482; 360,000 tested, 0.13% active; HEK293T StAR-luciferase reporter, LRH-1 transfected, 24 h; AID 602396; inhibition, % at 3.6 µM;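 active means inhibition above the mean inhibition of all tested compounds plus 3 SD, cut at about 73% in these data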;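 further: 0% = DMSO wells and 100% = reporter-only cells lacking LRH-1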
SRC1 inh: human NCOA1 inhibition; 360,000 tested, 0.12% active; inhibition, % at 3.6 µM; HEK293 GAL4-SRC1 luciferase reporter, luminescence; Q15788;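 active means inhibition above the campaign mean plus 3 SD, with each screening campaign given its own cutoff, cut at about 60% in these data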;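 further: 0% = DMSO treated cells and 100% = gossypol at 36 µM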
NOD2-RIPK2 inh: blocks binding of human NOD2 to RIPK2; 360,000 tested, 0.38% active; O43353; CHO BLA complementation NOD2-RIPK2, CCF4 ratio; inhibition, % at 4.98 µM; in the data active means inhibition above about 21%;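 further: 0% = vehicle only and 100% = reference blocker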
NCOA2 inhibitor: human SRC2 (NCOA2) inhibition; HEK293 GAL4-SRC2 luciferase reporter, luminescence; inhibition, % at 9 µM; 370,000 tested, 0.17% active;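 active means inhibition above the mean inhibition of all tested compounds plus 3 SD, set per campaign, cut at about 52% in these data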;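 further: 0% = DMSO treated cells and 100% = cells given Gossypol at 36 µM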
SRC3 inh: human NCOA3 inhibition. Q9Y6Q9. HEK293 GAL4-SRC3 luciferase reporter, luminescence. AID 588352. 360,000 tested, 0.17% active. inhibition, % at 3.6 µM;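 active means inhibition above a per-campaign cutoff, the mean of all compounds plus 3 SD, cut at about 60% in these data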;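 further: 0% = DMSO-treated cells and 100% = gossypol-treated cells at 36 µM; higher means less SRC3-driven luciferase light from the GAL4 reporter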
Granule exo inh: blocks lytic granule exocytosis. AID 651702. inhibition, % at 10 µM. TALL-104 LAMP-1 surface exposure, flow cytometry; cells stimulated with thapsigargin and PMA. 360,000 tested, 0.66% active;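 active means inhibition above about 55%, limit read from the data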
TWEAK-Fn14 inh: blocks TWEAK-Fn14 interaction in a reporter cell assay; TWEAK-stimulated Fn14 reporter cells, luciferase luminescence, 8 h; inhibition, % at 10 µM; 360,000 tested, 2% active; AID 1159606; in the data active means inhibition above about 50%
ABHD5 PLIN5 PPI: ABHD5-PLIN5 protein interaction inhibition; Split G. princeps luciferase complementation, luminescence, 4 h; Q00G26+Q8WTS1; 360,000 tested, 0.78% active; inhibition, % at 4 µM;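 active means inhibition above the mean inhibition across every tested compound plus 3 SD, cut at about 22% in these data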;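 further: 0% = DMSO only wells and the 100% control is not disclosed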
Target sequence (Q00G26 whole entry, looked up): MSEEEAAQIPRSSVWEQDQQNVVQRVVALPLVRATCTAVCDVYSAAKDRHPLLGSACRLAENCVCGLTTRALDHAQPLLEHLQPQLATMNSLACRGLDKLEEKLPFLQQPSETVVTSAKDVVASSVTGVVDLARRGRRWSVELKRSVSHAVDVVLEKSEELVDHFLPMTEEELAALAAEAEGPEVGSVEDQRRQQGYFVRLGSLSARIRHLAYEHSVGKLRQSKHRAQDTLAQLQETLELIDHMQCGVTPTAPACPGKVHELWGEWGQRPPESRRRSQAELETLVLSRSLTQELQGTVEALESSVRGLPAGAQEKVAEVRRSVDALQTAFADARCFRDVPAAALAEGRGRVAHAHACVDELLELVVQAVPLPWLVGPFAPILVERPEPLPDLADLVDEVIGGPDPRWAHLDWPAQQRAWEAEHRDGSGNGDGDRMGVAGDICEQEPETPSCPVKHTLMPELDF
Target sequence (Q8WTS1 whole entry, looked up): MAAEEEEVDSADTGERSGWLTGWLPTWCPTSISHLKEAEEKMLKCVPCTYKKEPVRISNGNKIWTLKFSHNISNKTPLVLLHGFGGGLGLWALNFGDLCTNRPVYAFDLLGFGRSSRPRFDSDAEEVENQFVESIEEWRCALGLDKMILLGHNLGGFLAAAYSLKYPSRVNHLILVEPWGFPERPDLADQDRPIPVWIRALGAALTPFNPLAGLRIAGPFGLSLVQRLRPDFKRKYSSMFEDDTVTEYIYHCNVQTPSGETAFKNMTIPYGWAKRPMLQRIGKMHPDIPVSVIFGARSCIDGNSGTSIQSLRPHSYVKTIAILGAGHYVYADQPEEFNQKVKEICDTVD
COUP-TFII inh: inhibitors of human COUP-TFII (NR2F2); P24468; HEK293T NGFI-A luciferase reporter, luminescence; inhibition, % at 8.6 µM; 370,000 tested, 0.7% active; AID 686940;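 active means inhibition above a per-plate cutoff, mean inhibition of test wells between control levels plus 3 SD, cut at about 38% in these data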;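 further: cells cotransfected with COUP-TFII expression vector driving the NGFI-A reporter; 0% = median of COUP-TF2 test wells and 100% = reporter-only cells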
TROY NFkB inh: TROY signaling inhibition | Q293 LMP1-TROYcd NF-kB luciferase reporter, 4 h | inhibition, % at 10 µM | 360,000 tested, 0.98% active | AID 1347056;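 active means compounds whose plate-normalised and pattern-corrected inhibition of the luciferase reporter signal at the single screening dose is 50% or more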
TLR9-MyD88 inh: inhibitors of human TLR9-MyD88 binding. AID 504734. 340,000 tested, 0.21% active. Q9NR96+Q99836. CHO BLA complementation TLR9-MyD88, CCF4 FRET ratio. inhibition, % at 4.98 µM;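 active means inhibition above the mean over all tested compounds plus 3 SD, cut at about 21% in these data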;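 further: 0% = DMSO only wells and 100% = clavulanate BLA inhibitor control wells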
* marks the source's active call; other numbers are inactive results; x = no result given. An excerpt; rates above refer to the full screens.

Compound	NR5A2 inv ag	SRC1 inh	NOD2-RIPK2 inh	NCOA2 inhibitor	SRC3 inh	Granule exo inh	TWEAK-Fn14 inh	ABHD5 PLIN5 PPI	COUP-TFII inh	TROY NFkB inh	TLR9-MyD88 inh
CCCNc1c(N)c(=O)c1=O	-15	-7	-2	-2	0	-8	16	1	13	-14	x
CCOc1ccc(N2C(=O)C3ON(c4ccccc4)C(c4cccs4)C3C2=O)cc1 (stereo not given)	3	11	-3	-3	9	3	1	-1	-3	0	-8
Nc1nnc(SCc2ccccc2F)s1	-29	6	-10	-20	-1	-3	3	-3	-9	1	-7
C/C(O)=C(\C#N)P(=O)(c1ccccc1)c1ccccc1	3	-7	-8	-23	17	-4	13	-4	-5	10	-11
O=C(NNC(=S)NC(=O)c1ccccc1)c1cccnc1	-22	-4	-1	-32	6	-2	-6	-13	-3	-9	5
COc1ccccc1NC(=O)C(=O)/C=C(\O)c1ccccc1	-27	-33	-2	-60	-61	21	-5	-8	-17	-31	-1
CC1(c2ccccc2)NC(=O)N(CC(=O)Nc2ccc3c(c2)OCO3)C1=O (stereo not given)	8	8	2	2	11	1	5	3	6	-12	2
O=C(CSc1ccccc1)NC(=O)NCc1ccccc1	-9	0	6	4	2	0	-4	0	-11	-7	-1
COCc1cc(C)nc(SCC[N+](C)(C)CC(=O)Nc2ccccc2)c1C#N	-16	13	-8	-17	-7	3	-10	8	-1	-12	-9
COCCc1nc2ccc(C(=O)N3CCCC(CCCO)C3)cc2o1 (stereo not given)	6	-12	-6	-9	4	-2	0	-3	19	-10	4
CC1CCCC(NC(=O)NC(=O)COC(=O)C2=NN(c3ccccc3)C(=O)CC2)C1C (stereo not given)	-1	-9	2	-20	1	-9	-5	2	5	-2	-13
O=C(NC1CCN(Cc2ccccc2)CC1)C1CCN(c2nnc(-n3cccc3)s2)CC1	2	5	7	20	1	-1	20	9	23	13	3
CCCN(CCC)Cc1c(C(=O)N/N=C/c2ccco2)nnn1-c1nonc1N	4	15	-6	20	0	-4	6	4	-21	-1	1
COc1ccc(CCN(C)C2CCCN(C(=O)CCSC)C2)cc1OC (stereo not given)	6	21	-7	-16	-7	-8	-2	0	-19	10	0
O=C(Nc1nnc(-c2ccccc2)o1)c1cc(Cl)sc1Cl	-4	9	11	12	-17	9	-31	-6	3	-34	-6
CN1CC(c2ccccc2Cl)C2(COc3ccccc3C2=O)C12C(=O)Nc1ccccc12 (stereo not given)	-18	13	-6	-20	-1	-4	29	-1	0	5	-10
Cc1ccc2nc(NC(=O)C3CCN(S(=O)(=O)c4cccs4)CC3)sc2c1	33	12	-4	1	24	1	80*	-1	57*	40	-2
CCc1cc(=O)n2c([nH]c3ccccc32)c1C#N	-18	-9	8	-16	-15	0	-36	1	-10	-32	6
O=C1OCCC1Sc1nc2ccccc2c(=O)n1Cc1ccc(F)cc1 (stereo not given)	12	12	1	-18	21	2	28	3	6	4	-6
CO[C@@]1(NC(=O)CSCC#N)C(=O)N2C(C(=O)O)=C(CSc3nnnn3C)CS[C@@H]21	-11	-26	-14	5	3	14	9	3	3	17	0

No new results follow: entries from further up.
Compound	NR5A2 inv ag	SRC1 inh	NOD2-RIPK2 inh	NCOA2 inhibitor	SRC3 inh	Granule exo inh	TWEAK-Fn14 inh	ABHD5 PLIN5 PPI	COUP-TFII inh	TROY NFkB inh	TLR9-MyD88 inh
CCCNc1c(N)c(=O)c1=O	-15	-7	-2	-2	0	-8	16	1	13	-14	x
CCOc1ccc(N2C(=O)C3ON(c4ccccc4)C(c4cccs4)C3C2=O)cc1 (stereo not given)	3	11	-3	-3	9	3	1	-1	-3	0	-8
Nc1nnc(SCc2ccccc2F)s1	-29	6	-10	-20	-1	-3	3	-3	-9	1	-7

Later entries.
Compound	NR5A2 inv ag	SRC1 inh	NOD2-RIPK2 inh	NCOA2 inhibitor	SRC3 inh	Granule exo inh	TWEAK-Fn14 inh	ABHD5 PLIN5 PPI	COUP-TFII inh	TROY NFkB inh	TLR9-MyD88 inh
CN(C(=O)COC(=O)c1cc(S(=O)(=O)N2CCOCC2)ccc1Cl)C1CCS(=O)(=O)C1 (stereo not given)	-16	8	-7	-3	3	0	23	1	-4	4	0
COC(=O)NC1CSCC1OC(=O)CCN1C(=O)c2ccccc2C1=O (stereo not given)	-4	4	-4	-1	12	2	-12	-1	0	9	6
Cc1cccc(OCC(=O)N2CCN(C(=O)CCC3CCCC3)CC2)c1	0	-18	-5	-2	2	-3	9	-3	10	5	4
CCN1CCN(C(=O)c2cc3c(s2)-c2c(C)cccc2OC3)CC1	-77	-53	5	x	-60	-4	-34	10	x	-38	-3
Cc1oc(-c2cccc(Cl)c2)nc1CN1CCCC(C(=O)NCCCN2CCOCC2)C1 (stereo not given)	-1	0	4	-9	-7	11	-10	9	7	-5	-12
O=C1CC(N2CCSCC2)C(=O)N1CCc1ccccc1 (stereo not given)	-7	-24	14	-2	21	-1	-1	-3	5	-1	3
COC(=O)c1c(C)nn(-c2ccccc2)c1N	-16	4	4	-30	7	-8	-1	5	-17	-5	-3
CC1(c2ccccc2Cl)NC(=O)N(CC(=O)Nc2ccc3c(c2)OCO3)C1=O (stereo not given)	8	-16	-6	1	7	3	-12	0	11	-9	5
CC(C)CCN1C(Nc2ccccc2)=NC[C@@H]1C	2	2	-11	-21	2	2	-13	4	-8	0	0
CCOc1c(OC)cccc1C(=O)NCC1(c2ccccc2)CCCC1	-18	21	9	17	9	26	13	-9	34	7	-8
C/C(=N\Nc1cc(C)nc(NCc2ccccc2)n1)c1cccc([N+](=O)[O-])c1	3	12	0	-9	3	94*	-9	0	-13	16	7
Cc1ccc(N(C)C(=O)CN(C)S(=O)(=O)c2ccc3c(c2)n(C)c(=O)c(=O)n3C)cc1	10	-4	11	8	12	-1	-4	-3	-1	12	7
COC(=O)C1C/C(=N\NS(=O)(=O)c2ccc(C)cc2)c2ccsc2C1 (stereo not given)	9	1	-1	7	-6	4	-4	3	13	18	-3
COCCNC(=O)c1cccc(OC2CCN(Cc3cccc(C(C)=O)c3)CC2)c1	6	4	-5	9	6	-7	-4	3	7	4	-2
Cn1c(SCc2ccc(Br)cc2)nc2ccccc2c1=O	-8	-4	3	8	0	-3	31	-2	-8	24	0
CC(=O)C1=C(O)C(=O)N(CCO)C1c1ccccc1 (stereo not given)	-1	4	5	16	14	7	6	1	-4	20	6
CCn1c(SCc2nc3cc(OC)c(OC)cc3c(=O)[nH]2)nnc1-c1ccncc1	-6	9	-2	-3	7	6	14	-3	-12	-6	0
NC(=S)NC1CCS(=O)(=O)C1 (stereo not given)	1	-37	1	20	10	0	-11	-7	-1	-2	-2
O=C(Nc1cccnc1)c1ccc(-c2ccccc2)cc1	-156	-63	-8	-46	-74	1	-10	0	-47	-44	-2
CN1C(=O)N(C)C2C1N(CN1CCCCC1)C(=O)N2CN1CCCCC1 (stereo not given)	-2	-2	3	-5	6	-8	-10	6	-4	-8	10

Overlap with the part before: five entries; new compounds follow.
Compound	NR5A2 inv ag	SRC1 inh	NOD2-RIPK2 inh	NCOA2 inhibitor	SRC3 inh	Granule exo inh	TWEAK-Fn14 inh	ABHD5 PLIN5 PPI	COUP-TFII inh	TROY NFkB inh	TLR9-MyD88 inh
CC(=O)C1=C(O)C(=O)N(CCO)C1c1ccccc1 (stereo not given)	-1	4	5	16	14	7	6	1	-4	20	6
CCn1c(SCc2nc3cc(OC)c(OC)cc3c(=O)[nH]2)nnc1-c1ccncc1	-6	9	-2	-3	7	6	14	-3	-12	-6	0
NC(=S)NC1CCS(=O)(=O)C1 (stereo not given)	1	-37	1	20	10	0	-11	-7	-1	-2	-2
O=C(Nc1cccnc1)c1ccc(-c2ccccc2)cc1	-156	-63	-8	-46	-74	1	-10	0	-47	-44	-2
CN1C(=O)N(C)C2C1N(CN1CCCCC1)C(=O)N2CN1CCCCC1 (stereo not given)	-2	-2	3	-5	6	-8	-10	6	-4	-8	10
CC(=O)N1N=C(c2ccc(C)cc2)OC1c1cccnc1 (stereo not given)	-10	-12	0	-14	-11	0	0	-8	-5	-12	0
CCN1C(=O)c2ccccc2Sc2ccc(C(=O)NCCCN3CCOCC3)cc21	-19	2	-3	-4	-8	0	2	-4	-5	8	-3
CCCCNC(=O)C1(C)CCCCN1Cc1ccc(-c2ccccc2)cc1 (stereo not given)	10	-3	-4	-5	10	-5	14	1	17	14	x
COc1ccc(C(CNS(=O)(=O)c2ccc(C)cc2)N2CCN(C)CC2)cc1 (stereo not given)	-19	-3	4	-25	-4	-4	11	-12	3	0	-8
O=C(CN1CCCCC1)Nc1cccc(-n2cnnn2)c1	-4	-6	2	2	8	-3	10	4	6	8	-9
O=C(COC(=O)Cc1c(F)cccc1Cl)NCc1ccc2c(c1)OCO2	-24	-2	-7	-5	-4	-7	-4	8	-5	-12	9
Cc1ccc(C(O)c2cccnc2)o1 (stereo not given)	-12	-8	-16	15	-12	4	15	18	15	-20	-5
O=C(CCN1C(=O)c2cccnc2C1=O)NC1CCCCCC1	-20	5	-5	-1	-1	8	12	-2	-12	-4	10
COCc1ccc([C@@H]2C[C@H]3CN(Cc4ccccc4C)C(=O)[C@]34CCCN24)o1	2	-10	-6	-7	12	-4	8	0	12	-26	-5
O=C(CN1CCOCC1)Nc1ccc(Br)cn1	-1	-2	-6	4	20	-7	-11	0	1	-2	-10
O=C(Nc1cccnc1)c1cc(-c2cc(Cl)ccc2O)n[nH]1	-77	-89	-4	-50	-101	-1	-29	12	-43	-19	-1
Cc1c(C(=O)NC2CC(C)(C)NC(C)(C)C2)oc2c(Cl)cccc12	-8	4	-2	-18	-6	-5	12	5	-9	-15	-4
O=C(CSc1nccn(-c2ccc(F)c(F)c2)c1=O)NC1CCCC1	0	-18	0	1	-13	23	-11	-9	10	-12	-8
CCCSc1ccc([C@@H]2[C@@H]3C(=O)N(CC)C(=O)[C@@H]3[C@]3(C(=O)OC)CCCCN23)cc1	5	6	-6	13	-6	-10	-8	7	6	-13	8

Arranged by the number under Granule exo inh (highest first): 3 from the list above
smiles | NR5A2 inv ag | SRC1 inh | NOD2-RIPK2 inh | NCOA2 inhibitor | SRC3 inh | Granule exo inh | TWEAK-Fn14 inh | ABHD5 PLIN5 PPI | COUP-TFII inh | TLR9-MyD88 inh
O=C(CSc1nccn(-c2ccc(F)c(F)c2)c1=O)NC1CCCC1 | 0 | -18 | 0 | 1 | -13 | 23 | -11 | -9 | 10 | -8
COC(=O)C1C/C(=N\NS(=O)(=O)c2ccc(C)cc2)c2ccsc2C1 (stereo not given) | 9 | 1 | -1 | 7 | -6 | 4 | -4 | 3 | 13 | -3
O=C(CN1CCOCC1)Nc1ccc(Br)cn1 | -1 | -2 | -6 | 4 | 20 | -7 | -11 | 0 | 1 | -10
